DRD3 antagonist: D3 dopamine receptor (human) antagonism | P35462 | D3R cells, DiscoveRx beta-arrestin luminescence, antagonist mode; hits give low values | max response, negative = inhibition, % | hit rate 2.5% among 360,000 | AID 652054; in the data active = max response below about -50%; inconclusive = no clear call, values can overlap the other calls; also: % is scaled to controls: 0 for no effect and ±100 for the full control effect; mostly tested at two doses, the higher about 12 µM
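Cells expressing the human receptor were seeded at 1500 cells/well, incubated overnight at 37 degrees C in 5% CO2, then exposed to library compounds with dopamine controls for 90 minutes at 37 degrees C before luminescent detection.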
Abeta rescue: compounds reversing amyloid beta toxicity in yeast | yeast expressing A-beta42, growth rescue, OD600, 48 h; response scale: 0% DMSO, 100% iron-clioquinol control | Potency, µM (titrated, usually from 46.1 µM), inactives show at the highest dose growth rescue, actives largely listed as activators | hit rate 0.063% among 410,000 | AID 1347071; also: potency is read from the fitted curve at half-maximal effect; nearly all actives have a fitted effect of over 55% in size
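Yeast growth medium received pinned compounds, then yeast cells expressing toxic A-beta were added; plates incubated at 30 C for 48 hr. Growth read as absorbance at 600 nm, normalized to DMSO and equimolar FeCl3 plus clioquinol controls.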
TDP-43 yeast inh: TDP-43 toxicity inhibition in yeast. Potency, µM (top dose mostly 46.1 µM), for the others: top-dose growth rescue (activation), usual class: activators. TDP-43 expressing yeast growth rescue, BacTiter-Glo, 24 h. hit rate 1.8% among 410,000; also: potency is read from the fitted curve at half-maximal effect; % of control where 0% means no effect; nearly all actives have a fitted effect of over 50% in size
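Yeast cells expressing TDP-43 under galactose induction are exposed to compounds for 24 hr at 30 deg C. BacTiter-Glo luminescence measures growth, so protective compounds score as activators.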
aSyn rescue: alpha-synuclein toxicity inhibition in yeast; Yeast expressing alpha-synuclein, growth rescue, BacTiter-Glo, 24 h; hit rate 0.14% among 370,000; Potency, µM (titrated, usually from 46.1 µM), for the others: at the top dose growth rescue (activation), usual class: activators; also: potency is read from the fitted curve at half-maximal effect; % of control where 0% means no effect; nearly all actives have a fitted effect of over 65% in size
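Rescue of yeast growth: cells expressing toxic alpha-synuclein, induced in galactose at OD600 0.02, incubated with compound 24 h at 30 C. ATP luminescence quantified growth; inhibitors of toxicity appear as activators.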
GLP-1R inv ag: GLP-1 receptor (human) inverse agonism; P43220; HEK293 GLP-1R CRE-luciferase, luminescence, 24 h; GLP-1R form is constitutively active; Potency, µM (highest dose often 38.3 µM), for inactives: top-dose activity change, negative = inhibition, actives largely listed as inhibitors; hit rate 1.6% among 410,000; AID 624417; also: potency is read from the fitted curve at half-maximal effect; % is scaled to controls: 0 for no effect and ±100 for the full control effect; nearly all actives have a fitted effect of over 55% in size
Target sequence (P43220 whole entry, looked up): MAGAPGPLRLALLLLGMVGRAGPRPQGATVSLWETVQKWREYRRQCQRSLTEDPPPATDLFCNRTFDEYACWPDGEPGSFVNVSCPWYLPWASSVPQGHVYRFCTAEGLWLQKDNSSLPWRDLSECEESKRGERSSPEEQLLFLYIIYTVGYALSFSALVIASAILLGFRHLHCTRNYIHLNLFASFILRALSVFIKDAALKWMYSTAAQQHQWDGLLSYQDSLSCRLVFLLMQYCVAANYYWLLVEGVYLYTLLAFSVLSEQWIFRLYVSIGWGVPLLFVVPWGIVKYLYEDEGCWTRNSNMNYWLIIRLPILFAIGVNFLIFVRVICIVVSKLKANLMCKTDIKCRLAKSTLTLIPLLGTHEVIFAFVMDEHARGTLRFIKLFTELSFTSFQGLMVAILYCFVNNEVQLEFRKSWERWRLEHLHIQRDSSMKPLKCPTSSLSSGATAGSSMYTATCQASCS
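Cells are plated, allowed 12 hours at 37 deg C, then treated with compounds for 24 hr before luciferase detection reagent is added and luminescence is read after 12 min at room temperature. The HEK293 line carries constitutively active GLP-1R with a cAMP-responsive reporter.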
pAkt inh: inhibitors of Akt phosphorylation; Neuro2A IGF-stimulated pAkt S473 HTRF, 20 min; hits give low values; activity change, % for hits at 50 µM; hit rate 0.32% among 360,000; in the data active = activity change below about -80%; inconclusive = mostly about -51% to -80%; also: % is scaled to controls: 0 for no effect and ±100 for the full control effect
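Neuro2A cells in DMEM with 0.5% FBS, overnight at 37 deg C, given compound at single 50 µM final, then IGF (6 nM final) for 20 min at 37 deg C. Lysed; phospho-Akt Ser473 by HTRF after 24 h, 665/615 ratio.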
GLP1R ag: agonists of human GLP-1 receptor | P43220 | HEK293 GLP-1R CRE-luciferase, luminescence, 4-6 h; cells express a hypersensitive GLP-1R form | Potency, µM (top dose mostly 45.6 µM), without a hit: top-dose activation, actives largely listed as activators | hit rate 0.007% among 380,000; also: potency is read from the fitted curve at half-maximal effect; % of control where 0% means no effect
FUS yeast rescue: rescues growth of FUS-expressing yeast; AID 1347120; S. cerevisiae FUS-expressing, growth rescue, OD600, 24 h; Potency, µM (top dose mostly 76.6 µM), for the others: at the highest dose growth rescue (activation), actives largely listed as activators; hit rate 0.24% among 390,000;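 also: potency is read from the fitted curve at half-maximal effect; plate controls were DMSO vehicle for no effect and reference control for full effect; nearly all actives have a fitted effect of over 55% in size; some results filed as inactive show a strong effect at the top dose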
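Quantitative HTS measuring growth restoration of FUS-toxic yeast. Galactose-induced cells (OD 0.005) were exposed 24hr at 30C to compounds at several concentrations, then absorbance at 600 nm was recorded.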
PTHR1 ag: agonists of human PTHR1 parathyroid hormone receptor; Q03431; HEK293 GP2 PTHR1 cells, GloSensor cAMP luminescence, 1 h; Potency, µM (titrated, usually from 115 µM), without a hit: at the highest dose activation, actives largely listed as activators; hit rate 0.075% among 410,000; also: potency is read from the fitted curve at half-maximal effect; nearly all actives have a fitted effect of over 55% in size; some results filed as inactive show a strong effect at the top dose; inactives centre near -15; many of its hits are not listed in these tables
Target sequence (Q03431 whole entry, looked up): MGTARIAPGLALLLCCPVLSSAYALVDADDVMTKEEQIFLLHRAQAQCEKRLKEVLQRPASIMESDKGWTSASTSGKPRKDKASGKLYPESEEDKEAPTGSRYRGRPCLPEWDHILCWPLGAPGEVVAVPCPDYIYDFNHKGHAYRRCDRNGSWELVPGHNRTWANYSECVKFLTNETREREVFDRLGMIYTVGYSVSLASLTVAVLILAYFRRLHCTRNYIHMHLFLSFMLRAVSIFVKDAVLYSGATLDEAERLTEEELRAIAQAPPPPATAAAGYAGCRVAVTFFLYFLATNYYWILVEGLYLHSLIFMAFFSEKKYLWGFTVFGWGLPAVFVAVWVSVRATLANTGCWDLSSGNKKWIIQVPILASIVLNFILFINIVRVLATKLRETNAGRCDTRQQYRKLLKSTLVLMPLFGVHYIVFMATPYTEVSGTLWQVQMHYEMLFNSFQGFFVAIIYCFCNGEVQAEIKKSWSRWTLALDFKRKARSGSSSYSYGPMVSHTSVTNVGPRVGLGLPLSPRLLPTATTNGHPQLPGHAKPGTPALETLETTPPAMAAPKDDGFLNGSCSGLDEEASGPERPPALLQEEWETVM
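HEK-293-derived GP2 cells expressing PTHR1 and a GloSensor cAMP reporter, 3,000/well, plated overnight, given luciferin plus IBMX (each 0.5 mM as added) for 1 h at 37 °C, then compound for 1 h at 37 °C. Luminescence was read after 15 min at room temperature.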
Active calls of the source: *; i = inactive; ? = inconclusive; . = not tested or not shown; & = joins results of further samples; [ ] = remark or other dose. Unless noted, calls follow the shape of the dose curve; as a rule, active = well fitted curve in the direction sought with a large enough effect; inconclusive = small, poorly fitted or top-dose-only effect, or another doubt; inactive = no such curve, though single readings can be large; an effect the other way counts as inactive or inconclusive. These rows are one share of the data, so the mix of outcomes need not match the whole.

Value order: FUS yeast rescue, GLP-1R inv ag, aSyn rescue, PTHR1 ag, GLP1R ag, TDP-43 yeast inh, DRD3 antagonist, pAkt inh, Abeta rescue
- CCN(CC1CCCN(CCc2cccc(F)c2)C1)C(=O)c1cc(C)oc1C (configuration not stated)
  11%, ?, 14%, -26%, 0%, 6%, 4, i, 9%
- COc1cccc(-n2nnc3c(=O)n(Cc4ccc(F)cc4)cnc32)c1
  15%, 4%, -7%, -1%[57.5 µM], 0%, -9%, -9, i, 5%
- CCN(CC(=O)NCc1ccc(F)cc1)CC(O)COCc1cccc(OC)c1 (configuration not stated)
  8%, -7%, 2%, i, 1%, 2%, -6, i, 6%
- Cc1cc(NC(=O)C(C)C)ncc1NC(=O)c1cccc(F)c1
  10%, -14%, -1%, -10%, -7%, -11%, 2, i, -15%
- CC(C)(C)[C@@H]1COC(=O)[C@H](Cc2ccc(F)cc2)C/C=C\C[C@@H](CC(=O)NCCO)C(=O)N1
  -3%, 5%, 11%, -14%, -5%, 18%, -1, i, 0%
- Cc1cc(C)cc(NC(=O)CSc2nc(-c3ccccc3)c3cc(F)ccc3n2)c1
  -16%, 4%, ., i, ., -3%, ., ., -9%
- Cc1cn([C@H]2C[C@H](N=[N+]=[N-])[C@@H](CO)O2)c(=O)[nH]c1=O
  -36%, -3%, -18%&-8%, -10%, -3%&13%, 17%, 15, i, -11%
- COc1cccc(CNC(=O)C(=O)NCC(c2cccs2)S(=O)(=O)c2ccccc2)c1 (configuration not stated)
  -1%, -15%, ., ?, ., -8%, ., ., 2%
- CCOC(=O)c1c(C)[nH]c(C(=O)OCC(=O)N(C)C2CCS(=O)(=O)C2)c1C (configuration not stated)
  -9%, 6%, -7%, i, -11%, 7%, 22, i, 9%
- Cc1ccc(/C=[N+](/C)[O-])cc1
  0%, 15%, -2%, i, 5%, -18%[9.22 µM], 0, i, -19%
- CC(=O)c1ccc(-c2ccc(C(=O)NC3CC(C)(C)NC(C)(C)C3)o2)cc1
  10%, -29%, -1%, -1%, 0%, 19%, 3, i, -5%
- Cn1c(Cn2c(=O)sc3ccccc32)nnc1SCC(=O)N1CCCCCC1
  -21%, -9%, -1%, -10%, 11%, -2%, 1, i, 0%
- COCCn1c(N2CCN(c3ccc(OC)cc3)CC2)nc2c1c(=O)[nH]c(=O)n2C
  2%, 3%, -3%, -3%[57.5 µM], 14%, -20%, 5, i, -7%
- COc1ccc(-c2cc3nc(C)c(CCC(=O)N4CCN(c5ccccc5)CC4)c(C)n3n2)c(OC)c1
  -22%, 15%, ., i, 0%, 3%, ., ., -6%
- CC12CCC(C(=O)n3c1nc1ccccc13)C2(C)C (configuration not stated)
  -3%, 1.6µM*, -5%, ?, 7%, 9%, 12, i, -4%
- O=C(NCCCc1nc2ccccc2[nH]1)c1ccc(F)cc1
  10%, 8%, -4%, i, 8%, -21%, -10, i, 5%
- COc1ccc(S(=O)(=O)n2[nH]c(=O)c(CCO)c2C)cc1
  -5%, 15%, -2%, i, 4%, 3%, 1, i, 1%
- O=C(COC(=O)C1C2CC3OC(=O)C1C3C2)Nc1ccc(F)cc1 (configuration not stated)
  10%, 6%, -5%, i, 0%, 2%, 3, i, -5%
- Cc1ccc(C(=O)COC(=O)C2CC3CCCC(C2)C3=O)cc1[N+](=O)[O-] (configuration not stated)
  3%, 6%, 5%, i, 0%, 8%, 35, i, -9%
- COc1ccc(-c2cn3nc(SCC(=O)Nc4cccc(C)c4C)ccc3n2)cc1
  -16%, 6%, ., -24%, ., 20%[9.22 µM], ., ., 1%
- Cc1cc(=O)n2nc(N3CCCC(C(=O)N4CCN(C)CC4)C3)sc2n1 (configuration not stated)
  14%, -12%, 0%, i, 5%, -18%, 0, i, -17%
- Cc1nnc(N(C(=O)c2cnccn2)c2ccccc2)s1
  1%, -11%, -5%, i, -2%, -7%, -18, i, 4%
- CCOC(=O)CN(C(=O)CNC(=O)c1ccco1)C(C(=O)NC1CCCCC1)c1cccnc1 (configuration not stated)
  7%, 16%, 0%, i, 2%, -5%, 7, i, 2%
- Cn1c(Cc2ccccc2)nnc1SCC(=O)NC1CCCC1
  -7%, -4%, 0%, 0%, 1%, 6%, 12, i, -5%
- OC(Cn1cncn1)(c1ccccc1)c1ccccc1
  4%, 4%, ?, i, -2%, ?, 7, i, -56%[inhibitor]
- COc1cccc(-n2c(SCC(=O)Nc3nccs3)nnc2-c2ccoc2C)c1
  ?, -11%, -1%, i, 0%, -12%, 7, i, -21%
- NC(=S)Cc1ccccc1Cl
  -14%, 6%, 14%, i, 4%, 9%, -3, i, 11%
- CC1(c2nnc(-c3cccc(Cl)c3)o2)CC(c2cccc(F)c2)=NO1 (configuration not stated)
  16%, 22%, 8%, -17%, 3%, 22%, -5, i, -21%
- Cc1ccc(Nc2nc(N)c([N+](=O)[O-])c(NCc3ccccc3)n2)cc1
  10%, 11%, -2%, -16%, 24%, 5%, -27, i, 9%
- Cc1cccc(NC(=O)C2CCCN(S(=O)(=O)c3c(C)n[nH]c3C)C2)c1 (configuration not stated)
  -8%, 6%, ., -93%[inhibitor], 0%, -14%, ., ., -13%
- CC1(C)CC(NC(=O)Cc2ccccc2[N+](=O)[O-])CC(C)(C)N1
  2%, 13%, -4%, 21%, 4%, -5%, -8, i, -6%
- CCn1cc(C(=O)NCCc2ccc(Cl)cc2)c(=O)c2cc(S(=O)(=O)N3CCc4ccccc4C3)ccc21
  -20%, -9%, ., i, -1%, 1%, ., ., 14%
- Cc1ccc(Cn2c(SCC(C)C)nc3c2c(=O)[nH]c(=O)n3C)cc1
  -11%, 38%[activator], -30%[inhibitor], -5%, 6%, -4%, 33, i, 3%
- CCNC(=O)C1(C)CCN(Cc2ccccc2C#N)C1 (configuration not stated)
  -15%, 28%, 7%, -17%, -3%, 9%, 6, i, 0%
- O=C(NCc1ccccc1F)C1CCCN1S(=O)(=O)c1ccc(F)cc1 (configuration not stated)
  4%, -17%, -9%, ?, 4%, -8%, -1, i, 0%
- O=C(CN1C(=O)NC2(CCCCCC2)C1=O)NCc1cccs1
  -7%, 11%, 2%, i, 9%, 18%, 5, i, 4%
- CCN(CC)C(=O)C(C)N(C#N)c1nc(C)cc(C)n1 (configuration not stated)
  -8%, 27%, 2%, i, -2%, 19%, 0, i, -1%
- CC1CCCCN1C(=O)CSc1nnc(-c2cccs2)o1 (configuration not stated)
  24%, -28%, -3%, i, 4%, 12%, 0, i, -2%
- Oc1ccc(C(=S)N2CCCCCC2)cc1
  19%, 1%, -2%, -1%, 1%, 17%, -2, i, -5%
- OC1(c2ccc3c(c2)OCO3)CCN(Cc2ccc(F)cc2)CC1
  -5%, 0%, 3%, -10%, 8%, -1%, -99*, i, 14%
- Cc1cc2nc3n(c2cc1C)CC1CC(C(=O)NCc2ccccc2)N(C)C31 (configuration not stated)
  -14%, 13%, -1%, -27%, 2%, 1%, -15, i, 4%
- O=C(Nc1ccc(S(=O)(=O)N2CCCC2)cc1)C1CC(=O)N(c2ccccc2)C1 (configuration not stated)
  32%, 0%[7.66 µM], -27%, -3%, 1%, 20%[9.22 µM], 7, i, -2%
- Cc1ccc(C2(c3ccc(C)cc3)CC2C(=O)NCc2cccnc2)cc1 (configuration not stated)
  27%, ?, -1%, -33%[inhibitor], 1%, -16%, -15, i, 16%
- Cc1ccc(N(C)S(=O)(=O)c2cccc(C(=O)OCC(=O)N3CCCC(C)C3)c2)cc1 (configuration not stated)
  ., 0%, 14%, -33%[inhibitor], -2%, 20%, 0, i, -4%
- CC(C)c1ccc(NC(=O)C2CCCN(S(=O)(=O)c3ccc(Br)s3)C2)cc1 (configuration not stated)
  -11%, ?, ., -12%, ., 0%, ., ., 12%
- CCc1nnc(NC(=O)CCS(=O)(=O)c2ccccc2)s1
  35%, 10%, 0%, i, 0%, -16%, 0, i, -10%
- COCCNc1nc2nonc2nc1N1CCCC1c1nccs1 (configuration not stated)
  -1%, 5%, -1%, i, 8%, 1%, -11, i, -6%
- Cc1ccccc1NS(=O)(=O)c1ccc(C(=O)NCCCN2CCOCC2)cc1
  6%, -9%, -6%, -8%, 7%, 0%, -4, i, -7%
- O=C(/C=C/c1cn(CC(O)CN2CCc3ccccc32)c2ccccc12)c1ccc(Br)cc1 (configuration not stated)
  ?, ?, ?, i, -6%, -30%[inhibitor], ., ., -17%
- COC(=O)CSc1nnc(CSc2nc(C)cc(C)n2)o1
  10%, 5%, -6%, i, 4%, -13%, -6, i, -10%
- CC(C)NC(=S)N1CCN(c2ncccn2)CC1
  22%, 14%, 1%, -9%, 9%, -24%, 0, i, -6%
- CCOC(=O)c1c(NC(=O)COc2ccc(OC)cc2)sc(C(=O)N(CC)CC)c1C
  ?, 7.9µM*, ., -41%[inhibitor], ., -18%, ., ., -24%
- Cc1ccc(CSc2nccc(-c3c(C)nc4ccccn34)n2)cc1
  42%, -20%, 1%, ?, -3%, -2%, 27, i, 16%
- CCN(CC(=O)Nc1ccccc1C(F)(F)F)C(=O)CCc1c(C)[nH]c(=O)c(C#N)c1C
  17%, 51%[activator], 0%, 24%, 14%, -7%, -1, i, -8%
- CC(=O)CCn1cc([N+](=O)[O-])nc1C
  6%, 12%, -10%, -4%, 5%, -3%, 18, i, -7%

3 of the compounds above, comma-delimited:
Compound,FUS yeast rescue,GLP-1R inv ag,aSyn rescue,PTHR1 ag,GLP1R ag,TDP-43 yeast inh,DRD3 antagonist,pAkt inh,Abeta rescue
CC(C)c1ccc(NC(=O)C2CCCN(S(=O)(=O)c3ccc(Br)s3)C2)cc1 (configuration not stated),-11%,?,.,-12%,.,0%,.,.,12%
CCc1nnc(NC(=O)CCS(=O)(=O)c2ccccc2)s1,35%,10%,0%,i,0%,-16%,0,i,-10%
COCCNc1nc2nonc2nc1N1CCCC1c1nccs1 (configuration not stated),-1%,5%,-1%,i,8%,1%,-11,i,-6%
